# miR122 inh – blocks miR-122 activity in Huh7 sensor cells | Huh7 miR-122 Renilla luciferase sensor, 48 h; neutral wells = 0, positive control = 100 | activation (reporter increase), % at 12.5 µM | 0.3% of 340,000 active | AID 602342;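 active = mean replicate activation score at least 90 and every replicate individually at or above 90; inconclusive = only one of the two criteria met; inactive = neither criterion met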;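 also: higher luciferase means less miR-122 activity so hits act as miR-122 inhibitors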
# SIRT5 block – blocks human SIRT5 desuccinylation of peptide; 1.1% of 330,000 active; Q9NXA8; inhibition, % at 15 µM; AID 652115; Purified SirT5, succinyl-peptide AMC, trypsin-coupled fluorescence; in the data active = inhibition above about 15%; inconclusive = no clear call, values can overlap the other calls
# Target sequence (Q9NXA8 whole entry, looked up): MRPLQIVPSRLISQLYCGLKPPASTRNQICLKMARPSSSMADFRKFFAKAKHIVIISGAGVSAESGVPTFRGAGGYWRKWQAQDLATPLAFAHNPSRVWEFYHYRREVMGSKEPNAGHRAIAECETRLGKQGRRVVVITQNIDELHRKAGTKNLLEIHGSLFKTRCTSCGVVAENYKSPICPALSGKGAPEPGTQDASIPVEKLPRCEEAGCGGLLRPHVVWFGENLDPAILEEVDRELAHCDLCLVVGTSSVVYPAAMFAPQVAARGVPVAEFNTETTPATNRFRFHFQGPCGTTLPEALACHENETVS
# CFTR F508del cor – CFTR F508del correction in bronchial cells | CFBE cells, YFP halide quenching; stimulated with forskolin plus potentiator P3; % fluorescence drop versus neutral controls | activity (quench increase), % at 7.58 µM | 0.36% of 350,000 active;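 active = mean added fluorescence quench of at least 8% versus neutral control, with both replicates also reaching 8%; inconclusive = only one of the mean or replicate conditions met; inactive = mean below 8% and not both replicates reaching 8%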;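 also: cells transiently co-express mutant CFTR-F508del with the halide-sensitive YFP; corrector assay measuring rescue of mutant channel to the surface after 24 h compound exposure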
# ERp5 inh – blocks human ERp5 reductase activity on insulin | Q15084 | ERp5 insulin aggregation, absorbance 650 nm, 90 min | inhibition, % at 9.99 µM | 0.05% of 350,000 active;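 active = mean replicate inhibition above about 25%, with every replicate also reaching it, limit read from the data, passing the limit was not always enough; inconclusive = only one of those two criteria met; inactive = neither criterion met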
# Target sequence (Q15084 whole entry, looked up): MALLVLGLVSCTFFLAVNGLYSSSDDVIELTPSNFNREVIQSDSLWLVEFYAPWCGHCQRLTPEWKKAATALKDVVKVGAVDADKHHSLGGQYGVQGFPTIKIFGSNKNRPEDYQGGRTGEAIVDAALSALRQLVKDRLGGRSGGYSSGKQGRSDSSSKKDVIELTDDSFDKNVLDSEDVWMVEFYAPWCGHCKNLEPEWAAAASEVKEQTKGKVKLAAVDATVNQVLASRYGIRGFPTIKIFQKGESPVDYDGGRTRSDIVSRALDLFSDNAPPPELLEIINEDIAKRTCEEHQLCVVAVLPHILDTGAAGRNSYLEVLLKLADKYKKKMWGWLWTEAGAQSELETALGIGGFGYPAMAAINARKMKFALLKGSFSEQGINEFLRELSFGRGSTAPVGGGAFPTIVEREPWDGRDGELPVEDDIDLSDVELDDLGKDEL
# CASP6 VEID inh – blocks human caspase-6 cleavage activity | inhibition, % at 12.5 µM | P55212 | 0.53% of 350,000 active | purified caspase-6, Z-VEID-R110 cleavage fluorescence | AID 686996;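 active = mean inhibition across replicates at least about 35%, with every replicate also reaching that limit, limit read from the data; inconclusive = only one of the two criteria met; inactive = neither criterion met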;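 also: 0% = median of neutral control wells and 100% = no fluorescence left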
# Target sequence (P55212 24-179 limits assumed): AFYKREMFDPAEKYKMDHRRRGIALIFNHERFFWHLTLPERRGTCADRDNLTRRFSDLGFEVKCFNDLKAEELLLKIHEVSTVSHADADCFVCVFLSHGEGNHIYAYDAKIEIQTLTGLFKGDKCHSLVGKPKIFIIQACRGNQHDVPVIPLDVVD
# Target sequence (P55212 194-293 limits assumed): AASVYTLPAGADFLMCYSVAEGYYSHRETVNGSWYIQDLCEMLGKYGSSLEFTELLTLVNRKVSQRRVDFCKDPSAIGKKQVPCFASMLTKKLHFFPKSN
# DENV2 CPE – inhibitors of DENV2 cytopathic effect | CPE inhibition, % at 9.99 µM | 1.7% of 350,000 active | DENV2-infected cells, cytopathic effect rescue, plate reader; in the data active = CPE inhibition above about 20%, passing the limit was not always enough; inconclusive = no clear call, values can overlap the other calls; tested in BHK-21 cells;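 also: 0% = median of neutral control wells and 100% = median of positive control wells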
# ERAP1 HTS inh – blocks human ERAP1 aminopeptidase activity; AID 652197; recombinant ERAP1, Leu-AMC fluorescence, 60 min; 0.15% of 340,000 active; inhibition, % at 10.7 µM;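 active = mean replicate inhibition of at least 30%, or all replicates individually reaching that 30% level; inactive = mean below 30% and not every replicate reaching it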;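 also: 0% = neutral control wells and 100% = L-leucinethiol positive control wells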
# * marks the source's active call; other numbers are inactive results; ? = inconclusive; . = not tested or not shown; [ ] = remark or other dose. The order is random. Share with any hit: about 4%.
ERp5 inh	miR122 inh	ERAP1 HTS inh	CFTR F508del cor	DENV2 CPE	CASP6 VEID inh	SIRT5 block	compound
1	1	0	1.9	5	5	0	COc1cccc(CNC(=O)C(C)n2nc(C)n3c(cc4occc43)c2=O)c1 (configuration not stated)
.	-1[16.7 µM]	.	-4.0	3	.	.	COCC(=O)Nc1ccc2c(c1)[C@H]1C[C@@H](CC(=O)N3CCCCC3)O[C@H](CO)[C@H]1O2
-3	0[16.7 µM]	0	1.9	7	2	1	C[C@H](CO)N1C[C@H](C)[C@H](CN(C)S(C)(=O)=O)Oc2ncccc2C1=O
0	.	-2	-1.9	-17	1	4	COc1ccc(N2CC(NC(=O)c3cccc4ccccc34)CC2=O)cc1OC (configuration not stated)
8	.	-7	-6.2	-9	7	-2	Cc1ccc(-c2cc(C(=O)N3CCN(c4ccccc4O)CC3)c3ccccc3n2)o1
-7	3	1	-5.1	-3	-2	2	Cc1cc(C(=O)COC(=O)c2cccc(O)c2)c(C)n1C1CC1
-1	.	1	0.8	-1	4	-4	O=[N+]([O-])c1cccc(N/N=C/c2ccc(N3CCOCC3)cc2)c1
1	7	-3	-1.8	34*	3	.	CCOC(=O)C1CCN(c2c(C(=O)c3ccccc3)cnc3ccc(Cl)cc23)CC1
1	.	2	-0.8	12	2	-10	O=C(Cc1cccnc1)N1CC(=O)N2[C@@H](CO)[C@@H](c3ccc(C#CC4CCCC4)cc3)[C@@H]2C1
7	.	-1	1.1	-4	-1	3	O=C(CCCN1C(=O)/C(=C/c2ccccc2)SC1=S)NCCCn1ccnc1
-4	.	-1	-0.6	3	-3	-1	Cc1[nH]c2ccccc2c1C(=O)C(=O)N1CCN(c2cccc(Cl)c2)CC1
1	.	-2	2.1	9	4	-2	Cc1cccc(Nc2nc(-c3ccccc3)c(C(=O)Nc3cccnc3)s2)c1
3	-3	2	-0.8	0	4	-1	CCOC(=O)CCC(=O)NNC(=O)COc1ccc(C(C)C)cc1Br
0	.	0	1.1	-1	2	-1	COc1ccccc1CNC(=O)Cc1c[nH]c2ccccc12
1	.	-1	-2.4	-2	1	-1	Cc1cc(C)c(OCC(=O)OCC(=O)N2CCN(C(=O)c3ccco3)CC2)c(C)c1
9	.	-2	-1.8	-5	-2	-1	O=[N+]([O-])c1ccc(Br)c(CN2CCN(c3ncc(Cc4ccccc4)cn3)CC2)c1
4	-5	-13	0.4	3	-3	-3	O=C(NC(Cc1ccccc1)C(=O)NCCc1ccccn1)c1cccs1 (configuration not stated)
-2	-1	-5	-1.0	-4	2	-3	NS(=O)(=O)c1cccc(NC(=O)c2ccc(NS(=O)(=O)c3cccc([N+](=O)[O-])c3)cc2)c1
5	3[16.7 µM]	1	1.4	3	.	8	C[C@H](CO)N1C[C@H](C)[C@H](CN(C)Cc2ccc(-c3ccccc3)cc2)Oc2c(NC(=O)Nc3ccccc3)cccc2C1=O
1	-7[16.7 µM]	-3	0.7	13	-3	4	Cc1ccc(S(=O)(=O)N(C)C[C@H]2OCCCC[C@@H](C)Oc3ccc(NS(=O)(=O)c4c(C)noc4C)cc3C(=O)N([C@@H](C)CO)C[C@H]2C)cc1
1	-16	6	8.1*	-1	-11	-4	CN(C)CCCN(C(=O)c1ccco1)c1nc(-c2ccc(Cl)cc2)cs1
1	-2	2	1.9	-2	-1	9	NC(=O)C1=C[C@@H](C2CCCCC2)C[C@@H](OCCCCO)O1
-2	0	-2	-5.2	-5	-1	-1	NC(=O)c1ccccc1NC(=O)CSC1=NCCS1
-2	2[16.7 µM]	0	-2.4	?	0	0	CNC[C@@H]1OCCCC[C@@H](C)Oc2ccc(NS(C)(=O)=O)cc2C(=O)N([C@H](C)CO)C[C@H]1C
.	-8[16.7 µM]	.	1.6	16	.	.	C[C@H](CO)N1C[C@H](C)[C@H](CN(C)C(=O)Nc2ccccc2)Oc2ccc(NC(=O)Nc3ccc4c(c3)OCO4)cc2CC1=O

# 3 entries out of the list above, arranged by the value under miR122 inh, falling:
smiles | miR122 inh
COc1cccc(CNC(=O)C(C)n2nc(C)n3c(cc4occc43)c2=O)c1 (configuration not stated) | 1
NC(=O)c1ccccc1NC(=O)CSC1=NCCS1 | 0
NS(=O)(=O)c1cccc(NC(=O)c2ccc(NS(=O)(=O)c3cccc([N+](=O)[O-])c3)cc2)c1 | -1

# The listing continues:
ERp5 inh	miR122 inh	ERAP1 HTS inh	CFTR F508del cor	DENV2 CPE	CASP6 VEID inh	SIRT5 block	compound
-3	-1	17	-0.2	-9	0	.	CC(C)[C@H](NC(=O)N1c2ccccc2NC(=O)[C@@H]1C(C)C)C(=O)N[C@H](Cc1ccccc1)C(=O)O
.	31[16.7 µM]	-1	-0.2	-2	0	3	C[C@@H]1CN([C@@H](C)CO)C(=O)Cc2cc(NS(=O)(=O)c3cccs3)ccc2O[C@@H]1CN(C)C(=O)Nc1ccc(C(F)(F)F)cc1
-4	.	2	-4.0	1	0	4	CC(=O)N1CCN(C(=O)COC(=O)COc2ccc(C#N)cc2)CC1
3	-5	0	-1.2	8	-85	-1	COc1cccc(CNC(=O)CCC(=O)N2CCOCC2)c1
0	-1	-3	2.5	?	-3	0	CCCn1c(COc2ccc(C(=O)O)cc2)nc2ccccc21
-2	2	1	3.2	7	-1	-3	CCOc1cc(/C=C(\C#N)C(=O)Nc2ccccc2C(=O)O)ccc1OC(=O)c1ccc(C)cc1
3	0[16.7 µM]	0	2.0	-1	2	9	C[C@H](CO)N1C[C@H](C)[C@@H](CN(C)S(=O)(=O)c2cccs2)OCCCC[C@H](C)Oc2ccc(NS(=O)(=O)c3cccs3)cc2C1=O
1	7	1	1.5	2	0	-1	CC(=O)c1c(C)[nH]c(C(=O)Nc2cc(C)ccc2C)c1C
4	-22[16.7 µM]	-3	5.7	-2	0	0	C[C@H]1CN([C@@H](C)CO)C(=O)c2cc(NC(=O)Nc3ccc(C(F)(F)F)cc3)ccc2O[C@H]1CN(C)Cc1ccc2c(c1)OCO2
5	-3	12	1.1	0	3	-4	COc1ccc(-c2csc(C(NC(C)=O)c3cccc(F)c3)n2)cn1 (configuration not stated)
1	19[16.7 µM]	-2	-0.1	-1	-1	-3	CN1C(=O)c2cc(NC(=O)c3ccccc3)ccc2OC[C@@H]2O[C@@H](CC(=O)NCC3CC3)CC[C@@H]21
1	-7	4	4.5	-3	4	-1	CCOc1ccc(OC(=O)c2cccc(S(=O)(=O)N3CCN(C)CC3)c2)cc1
1	.	-3	-4.8	-7	-1	-4	C=CC[n+]1c(C)csc1Nc1ccc(C)cc1
4	-5	2	-6.7	0	6	0	CS(=O)(=O)c1ccc(C(=O)CN2C(=O)NC3(CCCc4ccccc43)C2=O)cc1 (configuration not stated)
-3	-2	-3	0.4	61*	3	.	COC(=O)[C@@H]1C[C@H]2CC[C@H](O)C[C@H]2N1Cc1ccc(C(F)(F)F)cc1
-5	15	-1	2.7	-1	2	7	CSCC[C@H](NC(=O)c1cccc(S(=O)(=O)N2CCCCCC2)c1)c1nc2ccccc2[nH]1
2	-2	1	-7.5	?	-5	6	COc1ccc(NC(=O)CS(=O)(=O)c2ccccc2Cl)cc1
6	-9	-2	2.0	-19	0	.	CCOc1ccc(/C=N/NC(=O)c2ccccc2C)cc1CN1CC2CC(C1)c1cccc(=O)n1C2 (configuration not stated)
-2	.	-2	1.7	1	6	-4	CN(CC(=O)Nc1ccc(F)cc1)C(=O)COC(=O)/C=C/c1ccc(OC(F)F)cc1
5	-6	0	-3.5	1	4	.	Cc1noc(C)c1C(=O)OCC(=O)Nc1cccc(F)c1
5	1	-1	1.8	-1	0	-1	CCCNC(=O)c1cc(C2CCCCN2C(=O)OCC(C)C)on1 (configuration not stated)
5	.	1	-0.8	-2	0	2	COc1ccc(N2CCN(C(=O)c3ccccc3NS(=O)(=O)c3ccccc3)CC2)cc1
1	.	-4	-0.3	2	1	-2	CCOC(=O)C1(CCCc2ccccc2)CCN(Cc2cn(CC)nc2C)CC1
-5	.	-2	2.0	-3	0	5	CCCC#Cc1ccc([C@H]2[C@@H](CO)N[C@@H]2CN(C(C)=O)C2CCCC2)cc1
-6	13	-6	-0.7	-7	-1	3	COc1cccc(-c2cc(C(=O)Nc3ccncc3)c3ccccc3n2)c1
2	0	-4	-0.2	3	-3	.	CC1(C(=O)Nc2ccc(Cl)c(C(F)(F)F)c2)Cc2c(-c3ccccc3)ccnc2O1 (configuration not stated)
-7	.	-2	-2.0	0	-17	-1	COCC(=O)Nc1ccc2c(c1)C(=O)N(C)C[C@H](OC)[C@H](C)CN(CC1CC1)[C@@H](C)CO2
2	-8	1	3.2	6	3	0	O=C(NC(=S)NCCC1=CCCCC1)c1ccc(Br)o1
-8	-7	33*	2.1	-5	-1	2	c1nc(SSc2ncnc3nc[nH]c23)c2[nH]cnc2n1
-3	-2[16.7 µM]	-2	-4.2	5	-1	-2	C[C@H]1CCCCO[C@@H](CN(C)C)[C@@H](C)CN([C@@H](C)CO)C(=O)c2cc(NC(=O)NC3CCCCC3)ccc2O1
3	-7	1	2.1	5	-2	0	CCCN(CCC)C(=O)Cn1c(=O)c2sccc2n2c(=S)sc(-c3ccccc3)c12
6	-3[16.7 µM]	2	-0.1	5	0	-1	COCC#Cc1cnc2c(c1)C(=O)N([C@H](C)CO)C[C@@H](C)[C@@H](CN(C)C(=O)Cc1ccncc1)O2
-1	-7[16.7 µM]	0	-2.9	-2	-2	19*	CC(C)NC(=O)Nc1ccc2c(c1)C(=O)N([C@H](C)CO)C[C@H](C)[C@H](CN(C)C(=O)Cc1ccccc1)OCCCC[C@H](C)O2
0	-4[16.7 µM]	-2	2.7	31*	0	5	C[C@@H]1CN([C@@H](C)CO)C(=O)Cc2cc(NC(=O)C3CC3)ccc2O[C@@H]1CN(C)Cc1ccc(-c2ccccc2)cc1
0	.	0	-0.4	-9	2	-1	CCOC(=O)C1(C(=O)OCC)C(C)CC(=O)N1c1ccccc1OC (configuration not stated)
3	6	0	0.3	0	1	1	Cc1ccccc1CN1C(=O)c2ccccc2Sc2ccc(C(=O)NCCN3CCOCC3)cc21
1	41	0	-4.3	2	24	-3	COc1ccc(-c2cc3ccccc3[nH]2)cc1
2	-3	2	2.8	-5	1	2	CC(C)C[C@H](NC(=O)c1nc[nH]c1C(=O)N[C@@H](CC(C)C)C(=O)OCc1ccccc1)C(=O)OCc1ccccc1
-2	2	-2	1.0	?	0	-1	Cc1ccc(C(=O)Nc2ccccc2C(=O)N2CCCCCC2)cc1
-1	8[16.7 µM]	0	-1.5	-1	-1	-5	CO[C@H]1CN(C)C(=O)c2ccc(NC(=O)c3cc(C)on3)cc2OC[C@@H](C)N(C(C)=O)C[C@H]1C

# 6 compounds out of the list, sorted by SMILES length, ascending.
ERp5 inh	miR122 inh	ERAP1 HTS inh	CFTR F508del cor	DENV2 CPE	CASP6 VEID inh	SIRT5 block	compound
1	41	0	-4.3	2	24	-3	COc1ccc(-c2cc3ccccc3[nH]2)cc1
3	6	0	0.3	0	1	1	Cc1ccccc1CN1C(=O)c2ccccc2Sc2ccc(C(=O)NCCN3CCOCC3)cc21
2	0	-4	-0.2	3	-3	.	CC1(C(=O)Nc2ccc(Cl)c(C(F)(F)F)c2)Cc2c(-c3ccccc3)ccnc2O1 (configuration not stated)
6	-3[16.7 µM]	2	-0.1	5	0	-1	COCC#Cc1cnc2c(c1)C(=O)N([C@H](C)CO)C[C@@H](C)[C@@H](CN(C)C(=O)Cc1ccncc1)O2
2	-3	2	2.8	-5	1	2	CC(C)C[C@H](NC(=O)c1nc[nH]c1C(=O)N[C@@H](CC(C)C)C(=O)OCc1ccccc1)C(=O)OCc1ccccc1
0	-4[16.7 µM]	-2	2.7	31*	0	5	C[C@@H]1CN([C@@H](C)CO)C(=O)Cc2cc(NC(=O)C3CC3)ccc2O[C@@H]1CN(C)Cc1ccc(-c2ccccc2)cc1

# Screens (PubChem BioAssay)
